ABHD4 inh – inhibitors of mouse ABHD4 | Q8VD66 | hit rate 0.54% among 370,000 | inhibition, % at 8.92 µM | purified mABHD4, FP-Rh probe fluorescence polarization;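 active = inhibition exceeding the mean over every tested compound plus 3 SD, cut at about 30% in these data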;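 note: 0% = plate median of compound wells and 100% = S159A mutant with DMSO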
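system = mouse ABHD4 enzyme, wild type | medium = HEPES pH 7.0, NaCl, Pluronic buffer | also added = FP-Rh probe | incubation = Enzyme–compound pre-incubation 45 min, then probe 60 min, both 25 °C | technique = fluorescence polarization, excitation 525 nm, emission 598 nm, BODIPY TMR filters | controls = S159A mutant high control, sample median low control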
PG9 binder – PG9 antibody binding by small molecule; TR-FRET gp120-PG9 antibody binding; inhibition, % at 6.7 µM; hit rate 0.43% among 360,000; in the data active = inhibition above about 8.5%
PRMT1 inh – inhibitors of human PRMT1; recombinant PRMT1, activity-based probe fluorescence polarization; hit rate 1.3% among 370,000; inhibition, % at 2.79 µM; AID 652257; Q99873;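 active = inhibition above about 21% made by adding two undisclosed values, limit read from the data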
Tn7 DDE FP – disrupts Tn7 cyclic peptide binding to fibrin D-Dimer-E complex; P02675; FP displacement of FITC-Tn7 peptide from fibrin DD(E); 0% = median of compound wells per plate; inhibition, % at 8.3 µM; hit rate 0.13% among 370,000;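 active = inhibition above the mean of compounds falling within the control limits plus 3 SD of them, cut at about 14% in these data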;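 note: 0% = plate median of compound wells and 100% = 10 µM Aha-Tn7 peptide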
Target sequence (P02675 whole entry, looked up): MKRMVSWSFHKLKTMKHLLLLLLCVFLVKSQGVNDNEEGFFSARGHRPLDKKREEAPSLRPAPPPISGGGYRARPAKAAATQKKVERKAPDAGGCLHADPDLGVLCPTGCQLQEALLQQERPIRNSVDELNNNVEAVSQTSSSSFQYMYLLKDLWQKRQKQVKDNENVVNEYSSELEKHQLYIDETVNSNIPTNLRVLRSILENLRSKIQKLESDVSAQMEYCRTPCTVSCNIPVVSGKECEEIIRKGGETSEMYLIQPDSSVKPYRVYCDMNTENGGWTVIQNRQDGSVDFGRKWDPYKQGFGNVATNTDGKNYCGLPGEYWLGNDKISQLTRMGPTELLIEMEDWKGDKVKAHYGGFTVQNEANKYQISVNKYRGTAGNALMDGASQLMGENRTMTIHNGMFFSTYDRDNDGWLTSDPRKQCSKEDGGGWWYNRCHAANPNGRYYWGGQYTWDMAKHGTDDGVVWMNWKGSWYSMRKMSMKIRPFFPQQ
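Assay system: human fibrin DD(E). Input: DD(E) 2 µM final. Medium: Tris buffer with calcium and detergent, pH 7.8. Compound dosing: single point at 8.3 µM. Timing: 10 min plus 3 h, room temperature. Technique: fluorescence polarization of the labelled Tn7 tracer. Read-out: percent inhibition. Replicates: singlicate testing.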
SIAE inh – blocks human sialic acid acetylesterase | Q9HAT2 | SIAE FP-Rh probe binding, fluorescence polarization | inhibition, % at 9.66 µM | hit rate 0.69% among 370,000;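 active = inhibition above a cutoff: mean of compounds within the control limits plus 3 SD of those, cut at about 17% in these data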;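 note: 0% = plate median of compound wells and 100% = probe without SIAE protein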
HTRA1 inh – inhibitors of human serine peptidase HTRA1; Q92743; recombinant HTRA1, FP-rhodamine activity-based probe, fluorescence polarization; hit rate 0.5% among 340,000; inhibition, % at 5.96 µM; in the data active = inhibition above about 36%;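 note: 0% = enzyme with DMSO and 100% = wells lacking enzyme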
TDP2 absorb – TDP2 (human) inhibition, absorbance primary screen. O95551. recombinant TDP2, T5PNP hydrolysis, p-nitrophenol absorbance 415 nm. inhibition, % at 12.8 µM. hit rate 0.34% among 370,000;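 active = inhibition above the mean of all tested compounds plus 3 SD, set per campaign, cut at about 25% in these data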;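 note: 0% = DMSO with enzyme and 100% = buffer with substrate but no TDP2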
Target sequence (O95551 whole entry, looked up): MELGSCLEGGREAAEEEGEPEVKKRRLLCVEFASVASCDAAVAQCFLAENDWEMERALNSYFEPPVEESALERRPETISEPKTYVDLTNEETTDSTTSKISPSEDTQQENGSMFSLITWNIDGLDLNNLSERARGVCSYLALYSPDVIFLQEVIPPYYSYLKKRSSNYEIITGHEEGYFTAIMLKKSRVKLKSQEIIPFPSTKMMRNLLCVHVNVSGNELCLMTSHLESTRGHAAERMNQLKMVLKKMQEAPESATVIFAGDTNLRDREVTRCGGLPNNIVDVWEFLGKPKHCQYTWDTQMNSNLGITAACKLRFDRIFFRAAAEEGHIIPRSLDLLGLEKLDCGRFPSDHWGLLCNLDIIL
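Assay system: recombinant human TDP2 / Reagent: T5PNP substrate at 5 mM, a TopII-DNA adduct mimic / Measured by: epi absorbance from released p-nitrophenol / Evaluation: % inhibition relative to enzyme-containing and enzyme-free wells / Control set: enzyme-free and DMSO wells / Replicates: each compound tested once, singlicate / Schedule: enzyme reaction with compound for 2 h at 37 °C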
UHRF1 MBD2 ctr – UHRF1 methyl-DNA binding inhibition; Q96T88; UHRF1 binding to methylated oligo, TR-FRET; inhibition, % at 4.4 µM; hit rate 0.75% among 370,000; AID 687016; in the data active = inhibition above about 21%;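 note: UHRF1 SRA domain binding a hemimethylated CpG hairpin DNA probe; 0% = median of test compound wells and 100% = reference inhibitor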
LEDGF integ inh – blocks HIV-1 LEDGF/p75-dependent DNA integration; inhibition, % at 3.7 µM; TR-FRET IN-LEDGF/p75 DNA integration, Eu/Cy5; AID 743269; hit rate 0.64% among 370,000;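 active = inhibition above the screen-wide mean plus 3 SD, cut at about 13% in these data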;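 note: signal is the Cy5 over europium emission ratio at 671 and 618 nm; 0% = plate median of compound wells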
TCR-CD3 inh – blocks the human TCR-CD3 interaction | TAMRA-labeled TCR probe fluorescence, biochemical | inhibition, % at 9.4 µM | hit rate 0.37% among 360,000 | AID 651800; in the data active = inhibition above about 19%;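 note: recombinant mutant TCR 2C K166C tagged with TAMRA read by polarization; 0% = receptor in buffer alone and 100% = receptor with positive control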
* hit, by the source's call; nt = no result given.

SMILES	ABHD4 inh	PG9 binder	PRMT1 inh	Tn7 DDE FP	SIAE inh	HTRA1 inh	TDP2 absorb	UHRF1 MBD2 ctr	LEDGF integ inh	TCR-CD3 inh
COc1cc(NS(=O)(=O)c2ccc(N/C=C(\C#N)c3nc4cc(Cl)ccc4o3)cc2)nc(OC)n1	0.3	-0.1	-1.8	-0.8	-30.5	-6.2	-1.2	1.1	-0.4	6.7
O=C1c2cccnc2C(=O)N1Cc1ccc(S(=O)(=O)NCc2ccco2)cc1	2.0	0.3	0.2	-2.3	-3.9	2.4	11.9	0.0	4.5	2.7
CCc1ccc(CCN2C(=O)c3ccccc3C2=O)nc1	-4.3	-1.0	-1.8	-3.0	0.3	5.7	16.1	-0.7	-0.9	-4.2
CC(Oc1ccc(Cl)cc1)C(=O)Nc1nccs1 (stereo not given)	-5.2	0.6	-0.7	5.3	8.6	-2.1	11.0	0.4	0.9	-4.7
Cc1nc(-c2ccc(F)cc2)c(CC(=O)N(C)CC(=O)Nc2ccc(Br)cc2C)s1	3.2	1.7	-0.6	-3.5	1.3	-6.1	-4.7	11.6	-0.6	-2.7
S=c1nc(-c2ccccc2)[nH]c2ccccc12	-4.0	2.5	19.5	7.4	6.7	-4.5	-5.4	-2.1	-3.8	-9.8
Cc1cccc(N2CCN(C(=O)/C=C/c3ccco3)CC2)c1C	6.2	-1.2	29.9*	-1.9	0.5	-0.8	-12.0	5.7	-5.4	-3.9
Cc1nc(-c2ccc(Cl)cc2)sc1C1(C)CC(c2ccc(OC(F)(F)F)cc2)=NO1 (stereo not given)	-1.9	1.3	1.3	-3.1	-13.7	-26.9	7.4	0.3	-0.8	2.7
CC(Oc1cccc(Cl)c1)C(=O)Nc1cc(S(=O)(=O)N2CCCCC2)ccc1N1CCOCC1 (stereo not given)	-2.5	-0.9	-0.5	-4.5	-5.2	-23.3	7.7	-1.6	3.4	1.9
CCOc1cc(C2C(C(C)=O)=C(O)C(=O)N2CCc2c[nH]c3ccccc23)ccc1O (stereo not given)	4.0	-2.8	4.6	3.8	-3.8	0.3	1.2	-3.7	-5.8	0.4
Cn1c(SCc2ccc(C(C)(C)C)cc2)nnc1-c1ccco1	-6.6	nt	0.7	-7.1	-1.8	nt	0.8	-1.6	2.5	nt
O=S(=O)(c1ccc(Cl)cc1)N1CCC2(CC1)CO2	0.9	0.8	1.8	5.1	-0.8	3.1	-0.5	0.2	1.4	5.4
O=C(CSc1nc2ccccc2c(=O)n1-c1ccc(F)cc1)Nc1cc(S(=O)(=O)N2CCOCC2)ccc1Cl	-14.5	-1.2	-3.0	-0.4	-5.0	-14.0	13.5	-0.9	0.7	6.7
Cc1onc(-c2c(Cl)cccc2Cl)c1NC(=O)N1CCSCC1	-5.2	-0.5	-1.3	1.0	1.7	1.1	0.8	-1.0	-0.2	0.0
COc1cc(N(C)C)c([N+](=O)[O-])cc1C(=O)N1CCOCC1	0.2	-0.9	4.8	-2.4	2.4	4.2	4.7	0.1	-5.6	-7.4

Part of the list above in order of formula weight, ascending.
SMILES	ABHD4 inh	PG9 binder	PRMT1 inh	Tn7 DDE FP	SIAE inh	HTRA1 inh	TDP2 absorb	UHRF1 MBD2 ctr	LEDGF integ inh	TCR-CD3 inh
S=c1nc(-c2ccccc2)[nH]c2ccccc12	-4.0	2.5	19.5	7.4	6.7	-4.5	-5.4	-2.1	-3.8	-9.8
CC(Oc1ccc(Cl)cc1)C(=O)Nc1nccs1 (stereo not given)	-5.2	0.6	-0.7	5.3	8.6	-2.1	11.0	0.4	0.9	-4.7
Cc1cccc(N2CCN(C(=O)/C=C/c3ccco3)CC2)c1C	6.2	-1.2	29.9*	-1.9	0.5	-0.8	-12.0	5.7	-5.4	-3.9
Cn1c(SCc2ccc(C(C)(C)C)cc2)nnc1-c1ccco1	-6.6	nt	0.7	-7.1	-1.8	nt	0.8	-1.6	2.5	nt
Cc1onc(-c2c(Cl)cccc2Cl)c1NC(=O)N1CCSCC1	-5.2	-0.5	-1.3	1.0	1.7	1.1	0.8	-1.0	-0.2	0.0
O=C1c2cccnc2C(=O)N1Cc1ccc(S(=O)(=O)NCc2ccco2)cc1	2.0	0.3	0.2	-2.3	-3.9	2.4	11.9	0.0	4.5	2.7
Cc1nc(-c2ccc(Cl)cc2)sc1C1(C)CC(c2ccc(OC(F)(F)F)cc2)=NO1 (stereo not given)	-1.9	1.3	1.3	-3.1	-13.7	-26.9	7.4	0.3	-0.8	2.7
Cc1nc(-c2ccc(F)cc2)c(CC(=O)N(C)CC(=O)Nc2ccc(Br)cc2C)s1	3.2	1.7	-0.6	-3.5	1.3	-6.1	-4.7	11.6	-0.6	-2.7
CC(Oc1cccc(Cl)c1)C(=O)Nc1cc(S(=O)(=O)N2CCCCC2)ccc1N1CCOCC1 (stereo not given)	-2.5	-0.9	-0.5	-4.5	-5.2	-23.3	7.7	-1.6	3.4	1.9
O=C(CSc1nc2ccccc2c(=O)n1-c1ccc(F)cc1)Nc1cc(S(=O)(=O)N2CCOCC2)ccc1Cl	-14.5	-1.2	-3.0	-0.4	-5.0	-14.0	13.5	-0.9	0.7	6.7

Following part:
SMILES	ABHD4 inh	PG9 binder	PRMT1 inh	Tn7 DDE FP	SIAE inh	HTRA1 inh	TDP2 absorb	UHRF1 MBD2 ctr	LEDGF integ inh	TCR-CD3 inh
CCCSc1ccccc1C(=O)N1CCN(C(=O)c2ccco2)CC1	-11.5	1.9	15.2	3.0	-12.5	-3.9	-11.4	8.0	0.1	5.3
Cc1cc(C)n(C(=O)CNC(=O)CCc2ccccc2)n1	4.5	0.8	-0.2	1.1	1.2	-0.7	11.6	4.1	-3.3	-3.8
Cc1ccc(S(=O)(=O)c2c(N)n(NC(=O)c3ccccc3C)c3nc4ccccc4nc23)cc1	-107.0	2.0	9.1	0.2	-60.9	-52.5	-12.3	7.5	0.2	-7.5
CCOC(=O)Nc1ccc2c(COC(=O)C(NS(=O)(=O)c3ccc(Cl)cc3)C(C)O)cc(=O)oc2c1 (stereo not given)	-2.5	0.5	-3.1	2.8	-9.4	-23.5	1.1	-0.7	0.9	5.3
CCCCCNC(=O)C(c1cccc2ccccc12)n1c(=O)c(-c2ccco2)nc2ccccc21 (stereo not given)	-8.5	0.5	31.8*	2.1	-12.8	nt	2.1	-3.2	-0.9	-12.2
CC(C)C[C@H](NC(=O)Nc1ccccc1F)C(=O)O	-1.7	1.4	-0.4	6.7	0.3	-3.4	1.7	-0.9	-0.3	-0.6
CC(=O)Nc1ccc(NC(=O)C2CCCN2S(=O)(=O)c2cccc(C(F)(F)F)c2)cc1 (stereo not given)	1.5	-1.3	-0.2	-2.5	-0.7	0.6	6.5	-2.7	1.0	-0.2
O=C(Nc1cccnc1)C1Cc2c(-c3ccco3)ccnc2O1 (stereo not given)	2.6	-1.4	-2.7	-8.7	1.6	nt	-0.5	-1.0	-3.9	1.9
O=C(NCCCCNC(=O)c1ccc(Br)s1)c1ccc(Br)s1	-8.1	-20.6	-1.1	1.8	-0.1	-2.9	-0.4	1.1	-1.1	-5.7
CSc1ncnc2ncn(C)c12	0.0	-0.2	-2.6	-3.6	-2.7	0.6	6.0	-2.9	-3.5	2.3
CCNC(=S)NNC(=O)c1csc2ccccc12	0.6	-1.3	-5.3	1.0	7.2	-2.7	0.1	-0.3	-1.8	4.2
CCN1CCCC1CN(Cc1cc2ccc(C)cc2[nH]c1=O)C(=S)Nc1ccccc1OC (stereo not given)	3.5	1.6	-1.4	-5.9	-0.9	-5.6	4.6	-3.0	-0.2	1.7
CCOc1ccc(C(=O)Nc2ccc(S(=O)(=O)NCC3CCCO3)cc2)cc1OCC (stereo not given)	-11.8	-2.1	7.2	1.9	-1.4	-4.4	-15.7	5.7	-6.5	-7.2
O=c1oc2c3c4c(cc2s1)CCCN4CCC3	17.6	-0.3	75.3*	6.8	14.0	14.7	7.1	-7.2	9.8	11.5
Nc1nnnn1/N=C/c1cc(Cl)cc(Cl)c1OCc1ccc(Cl)cc1Cl	0.3	-0.8	0.4	2.7	2.6	-2.5	4.9	-1.8	1.0	8.7
Cc1cn([C@H]2C[C@H](O)[C@@H](CCC(=O)NC(c3ccccc3)c3ccccc3)O2)c(=O)[nH]c1=O	5.5	-1.5	5.1	-9.8	8.5	0.6	-0.6	1.5	-1.8	0.0
O=C(CCCc1ccccc1)Nc1cccc([N+](=O)[O-])c1	-9.5	-0.5	-6.4	1.0	1.7	-8.4	1.7	4.9	4.3	-3.2
O=C(Oc1cccnc1)c1cc(S(=O)(=O)N2CCCCC2)ccc1Cl	0.8	-0.1	-3.8	3.7	6.1	3.7	6.1	1.7	2.0	11.2
Cc1ccc(/C=c2/sc3nnc(-c4ccccc4Cl)n3c2=O)o1	12.3	-0.3	11.3	-2.2	-0.4	4.0	19.0	6.1	1.2	4.7
COc1ccc(OC)c(CNC(=O)CCCc2cn(C)c3ccccc23)c1	4.2	0.3	4.3	-0.6	4.3	-11.7	-1.8	0.3	-0.8	3.2
O=C(Nc1ccc(F)cc1)C1CCN(c2ncnc3c2nc2n3CCCCC2)CC1	-3.0	-0.8	-0.2	5.5	-2.3	0.9	10.9	-4.6	-1.5	2.3
CNC(=S)n1cnc(N)n1	-7.7	-1.5	-4.2	-4.8	-3.0	2.8	-6.9	3.9	10.9	-0.2
COc1ccc(-c2cc(C(=O)Nc3ccccc3O)c3ccccc3n2)cc1OC	-14.0	-2.0	-5.3	2.4	-9.8	-15.0	4.9	-1.7	-2.1	0.9
CCCCC#CC(CC)NCc1ccc(OC)cc1OC (stereo not given)	1.5	nt	0.2	-4.5	-2.9	nt	-8.7	2.1	0.4	nt
COc1ccc(-c2sc3ccc(OC)cc3c2-c2ccc(OC)nc2)cc1	-2.1	-0.4	0.0	-0.3	-7.0	1.7	-5.9	-1.9	0.0	3.1

High-throughput results: PubChem, The Scripps Research Institute Molecular Screening Center
